Source: PubChem BioAssay
GC-B act = GC-B (human) receptor activation | P20594 | HEK293-GC-B cells, CNP EC30, cGMP TR-FRET; 0% at EC30 CNP, 100% saturating CNP | activation, % at 10 µM | 370,000 tested, 0.11% active | AID 1920062;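 active = activation at 10 µM reaching about 35% in either raw or pattern-adjusted values, limit read from the data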
TDP2 absorb = TDP2 (human) inhibition, absorbance primary screen. 370,000 tested, 0.34% active. recombinant TDP2, T5PNP hydrolysis, p-nitrophenol absorbance 415 nm. inhibition, % at 12.8 µM;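 active = inhibition above the mean of all tested compounds plus 3 SD, set per campaign, cut at about 25% in these data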;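 note: 0% = DMSO with enzyme and 100% = buffer with substrate but no TDP2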
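Assay system: recombinant human TDP2 / Reagent: T5PNP substrate at 5 mM, a TopII-DNA adduct mimic / Measured by: epi absorbance from released p-nitrophenol / Evaluation: % inhibition relative to enzyme-containing and enzyme-free wells / Control set: enzyme-free and DMSO wells / Replicates: each compound tested once, singlicate / Schedule: enzyme reaction with compound for 2 h at 37 °C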
MBD2 inh = blocks human MBD2 binding to methylated DNA. Q9UBB5. 370,000 tested, 0.31% active. inhibition, % at 4.4 µM. AID 686964. TR-FRET, MBD2 binding to methylated oligonucleotide; in the data active = inhibition above about 13%
Target sequence (Q9UBB5 whole entry, looked up): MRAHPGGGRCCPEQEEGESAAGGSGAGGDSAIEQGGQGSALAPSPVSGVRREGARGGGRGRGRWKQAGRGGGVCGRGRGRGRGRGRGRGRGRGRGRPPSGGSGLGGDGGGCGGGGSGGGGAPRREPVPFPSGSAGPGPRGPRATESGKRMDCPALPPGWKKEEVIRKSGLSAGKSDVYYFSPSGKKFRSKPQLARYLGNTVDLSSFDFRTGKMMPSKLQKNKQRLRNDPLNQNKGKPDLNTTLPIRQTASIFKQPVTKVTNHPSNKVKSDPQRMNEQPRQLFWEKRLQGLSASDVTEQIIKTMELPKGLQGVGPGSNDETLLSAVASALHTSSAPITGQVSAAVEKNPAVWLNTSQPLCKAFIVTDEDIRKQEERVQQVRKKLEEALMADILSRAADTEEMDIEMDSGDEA
SIAE inh = human SIAE inhibition, primary screen; inhibition, % at 9.66 µM; SIAE FP-Rh probe binding, fluorescence polarization; 370,000 tested, 0.69% active; Q9HAT2;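 active = inhibition above a cutoff: mean of compounds within the control limits plus 3 SD of those, cut at about 17% in these data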;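 note: 0% = plate median of compound wells and 100% = probe without SIAE protein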
Target sequence (Q9HAT2 whole entry, looked up): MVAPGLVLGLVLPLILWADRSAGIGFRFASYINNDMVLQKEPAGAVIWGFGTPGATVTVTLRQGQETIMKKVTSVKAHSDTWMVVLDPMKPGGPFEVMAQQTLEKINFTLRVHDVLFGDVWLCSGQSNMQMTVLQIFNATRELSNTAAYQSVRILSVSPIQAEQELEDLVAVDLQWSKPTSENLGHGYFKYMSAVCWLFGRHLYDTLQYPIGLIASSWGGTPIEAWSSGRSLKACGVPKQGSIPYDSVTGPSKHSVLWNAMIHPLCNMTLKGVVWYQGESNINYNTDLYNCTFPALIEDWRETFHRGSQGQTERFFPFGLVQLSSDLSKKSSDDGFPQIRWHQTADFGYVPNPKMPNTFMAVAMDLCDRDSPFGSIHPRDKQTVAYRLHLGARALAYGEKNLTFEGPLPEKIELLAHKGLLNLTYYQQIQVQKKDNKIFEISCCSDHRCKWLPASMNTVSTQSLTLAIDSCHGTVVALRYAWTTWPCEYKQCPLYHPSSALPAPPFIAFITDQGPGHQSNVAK
LEDGF integ inh = blocks HIV-1 LEDGF/p75-dependent DNA integration; TR-FRET IN-LEDGF/p75 DNA integration, Eu/Cy5; inhibition, % at 3.7 µM; 370,000 tested, 0.64% active; AID 743269;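 active = inhibition above the screen-wide mean plus 3 SD, cut at about 13% in these data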;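 note: signal is the Cy5 over europium emission ratio at 671 and 618 nm; 0% = plate median of compound wells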
HTRA1 inhibitor = HTRA1 (human) protease inhibition; Q92743; recombinant HTRA1, FP-rhodamine activity-based probe, fluorescence polarization; inhibition, % at 5.96 µM; 340,000 tested, 0.5% active; AID 504803; in the data active = inhibition above about 36%;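 note: 0% = enzyme with DMSO and 100% = wells lacking enzyme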
TCR CD3 inh = inhibitors of human TCR-CD3 interaction. TAMRA-labeled TCR probe fluorescence, biochemical. inhibition, % at 9.4 µM. 360,000 tested, 0.37% active; in the data active = inhibition above about 19%;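 note: recombinant mutant TCR 2C K166C tagged with TAMRA read by polarization; 0% = receptor in buffer alone and 100% = receptor with positive control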
PRMT1 FP inh = inhibitors of human PRMT1; AID 652257; inhibition, % at 2.79 µM; Q99873; recombinant PRMT1, activity-based probe fluorescence polarization; 370,000 tested, 1.3% active;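 active = inhibition above about 21% made by adding two undisclosed values, limit read from the data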
mABHD4 FP = inhibits mouse alpha/beta hydrolase domain 4; Q8VD66; purified mABHD4, FP-Rh probe fluorescence polarization; inhibition, % at 8.92 µM; 370,000 tested, 0.54% active; AID 720543;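 active = inhibition exceeding the mean over every tested compound plus 3 SD, cut at about 30% in these data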;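 note: 0% = plate median of compound wells and 100% = S159A mutant with DMSO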
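Assay system: wild-type mouse ABHD4 protein; compound: single nominal dose of 8.92 µM, 0.89% DMSO final; schedule: 45 min + 60 min at 25 °C; measured by: FP readout, ex 525 nm / em 598 nm; evaluation: % inhibition of FP-Rh probe binding versus controls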
rCAG binder = binds r(CAG) RNA repeats; AID 651821; 370,000 tested, 1.3% active; inhibition, % at 3 µM; r(CAG) RNA repeat, TO-PRO-1 dye displacement fluorescence;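 active = inhibition above the plate cutoff, the mean of all test compounds on that plate plus 3 SD, cut at about 35% in these data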;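 note: 0% = DMSO alone and 100% = 100 µM mitoxantrone as full dye displacement; higher means more dye released from RNA so lower well fluorescence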
An asterisk follows results filed as active; x = not tested or not shown. An excerpt; count on the stated rates, not on these rows.

SMILES	GC-B act	TDP2 absorb	MBD2 inh	SIAE inh	LEDGF integ inh	HTRA1 inhibitor	TCR CD3 inh	PRMT1 FP inh	mABHD4 FP	rCAG binder
CC(=O)NCCNc1nc2c(-c3ccccc3)nnn2c2ccccc12	1	-15	1	-17	-2	-13	1	4	-6	23
CCOc1cc(/C=N/N=C/c2ccc(O)c(OCC)c2)ccc1O	-2	7	-6	9	0	0	-2	1	0	-5
O=C(Oc1ccc(OC(=O)c2ccco2)c(S(=O)(=O)c2ccc(Cl)cc2)c1)c1ccco1	5	0	0	2	1	21	1	4	-12	7
COc1ccc(-c2noc(CCCC(=O)NC3CCCCC3)n2)cc1OC	-2	5	0	-4	-5	11	8	0	2	-5
Cc1ccc(NC(=O)CS(=O)CC(=O)N(C(C)C(=O)NC2CCCCC2)C(C)(C)C)cc1 (stereo unspecified)	1	-4	3	-3	0	6	-1	1	4	-10
CCn1cc(Br)c(-c2nc3ccccc3c(=O)n2N)n1	1	-4	0	6	4	-8	-3	-1	-2	5
CC(=O)Nc1ccc(N/C=C/C(=O)C(C)(C)C)cc1	0	2	-1	5	-3	2	-3	2	8	-2
CC(C)n1nc(C(=O)Nc2nnc(C3CC3)s2)c2ccccc2c1=O	2	2	3	-4	4	2	6	-5	2	-6
Cc1nn(Cc2ccccc2)c(C)c1/C=N/NC(=O)c1ccncc1	4	10	3	-4	-4	2	-2	2	-2	-4
CCN1CCc2nc(NC(=O)Cc3ccc4c(c3)OCCO4)sc2C1	1	4	2	8	1	3	2	1	-2	7
COc1ccc(C(=O)N/N=C/c2ccccc2C(=O)O)cc1OC	-1	-1	-10	1	-1	1	10	-1	-1	-1
O=C(CSc1nnc(-c2ccccc2)n1-c1ccc(Cl)cc1)Nc1ccc(OCc2ccccc2)cc1	1	-1	-2	0	1	x	x	1	4	6
COc1ccc(OC)c(NC(=O)C2CCN(c3cc(-c4ccccc4)nc4ncnn34)CC2)c1	-2	-15	2	-2	5	4	-3	2	0	4
COc1cccc(C(=O)N2CCC[C@H]2C(=O)N2CCC[C@H]2C(=O)NCc2ccc(F)cc2F)c1	5	0	-7	4	1	x	-2	4	2	-2
COc1ccc(NC(=O)C2CCN(C(=O)c3ccccc3)CC2)c(OC)c1	5	-1	1	-2	1	-2	3	-1	-3	-6
COc1ccc(C=O)cc1COc1ccccc1F	-2	-5	1	1	2	-21	-1	1	-6	2
Brc1ccc(-c2noc(C3CCCCC3)n2)cc1	-1	11	-6	0	-1	4	6	-1	4	-1
COc1ccccc1-c1noc2c1C(=O)N(Cc1cn(-c3ccc(Cl)cc3)nn1)CC2	5	3	3	-2	-1	x	6	-2	-2	6
O=C(CC1C(=O)NCCN1C(=O)c1ccc([N+](=O)[O-])cc1)Nc1ccc(F)cc1 (stereo unspecified)	2	-8	-5	0	0	1	4	2	-2	0
CCCNC(=O)NC(=O)CSc1nc2cc(C(=O)OC)ccc2c(=O)n1-c1ccccc1	-6	-12	0	-6	1	0	-2	3	-3	0
CC(C)Cn1c(CCC(=O)O)ccc1-c1cccs1	2	-1	-2	7	-4	-4	2	0	9	3
CCOc1ccc(C)cc1-n1nc2ccccc2n1	-9	-10	0	7	-2	-3	1	0	-5	-6
Cn1c(=O)c(Oc2ccc(Cl)cc2)c(O)c2ccccc21	7	8	2	13	1	0	-3	-2	-1	-3
COc1ccccc1C(=O)N/C(=C\c1ccc(Br)cc1)C(=O)NCCC(=O)O	0	-7	1	4	-3	1	1	-3	0	3
COc1ccc(C(c2nnnn2C2CCCCC2)N2CCN(c3ccc(OC)cc3)CC2)cc1 (stereo unspecified)	1	-3	0	9	-2	-12	-11	-1	-9	-3
Continuation.
SMILES	GC-B act	TDP2 absorb	MBD2 inh	SIAE inh	LEDGF integ inh	HTRA1 inhibitor	TCR CD3 inh	PRMT1 FP inh	mABHD4 FP	rCAG binder
Cc1nc(N2CCN(C(c3ccccc3)c3ccccc3)CC2)[nH]c(=O)c1C	-3	11	2	1	0	6	5	-3	-2	-5
Cc1ccc(-c2nc(C3CCCN(S(=O)(=O)c4cccs4)C3)no2)cc1 (stereo unspecified)	10	3	1	2	0	x	x	-1	-2	3
CC(=O)N1c2ccc(S(=O)(=O)N3CCC(C(=O)N4CCN(c5ccccc5F)CC4)CC3)cc2CC1C (stereo unspecified)	2	18	0	-3	-2	1	-2	-4	5	-5
O=C(COC(=O)c1ccc(O)cc1O)Nc1ncc(Cl)cc1Cl	-3	7	0	7	-4	6	10	3	7	8
COC(=O)c1c(NC(=O)C2CC2)sc2c1CCCC2	-7	1	-1	6	4	-10	6	-9	-2	2
CCN1C(=O)[C@H]2[C@H]3CN=C(SCc4ccc(C(=O)OC)cc4)N3[C@@](C)(C(=O)OC)[C@H]2C1=O	4	6	-5	3	0	8	2	-4	4	1
Cc1ccc([N+](=O)[O-])cc1NC(=O)CSc1nncc2ccccc12	-3	9	1	5	-1	4	4	-2	4	6
O=C(c1ccc(F)c(S(=O)(=O)N2CCOCC2)c1)N1CCc2ccccc21	-1	-9	-1	-3	-6	-3	-7	0	1	-2
Cc1ccc(NC(=O)CCC(=O)c2cccs2)c(O)c1	-3	-11	-5	4	1	-1	-4	-2	0	1
Cc1nn(C)c(Oc2ccc(Cl)cc2)c1C=O	10	2	-7	-3	-3	9	3	-3	2	-1
Cc1cccc(CSc2ccc(-c3ccco3)nn2)c1	-6	2	-5	2	1	-10	5	8	2	-1
COc1ccccc1N1CCN(C(=O)c2ccc(C(C)(C)C)cc2)CC1	2	3	1	10	-2	-8	2	1	0	-11
OCC1(Cc2ccccc2)CCCN(Cc2cnn(-c3ccccc3)c2)C1 (stereo unspecified)	3	6	-2	0	-4	1	1	0	-2	-7
CCCCn1c(N)c(N(CCOC)C(=O)c2ccc(Cl)c(S(=O)(=O)N3CCCCC3)c2)c(=O)[nH]c1=O	5	1	1	1	0	-1	0	3	-1	-2
CN1CCN(S(=O)(=O)c2cccc(C(=O)Oc3ccccc3Cl)c2)CC1	-2	-16	-2	4	-5	0	-8	4	5	-3
CCOC(=O)C1=C(C)NC(=O)N(C(C)=O)C1c1ccc(Cl)cc1 (stereo unspecified)	-14	-4	-1	2	-2	-20	-1	0	-4	-2
C=CCOc1cccc(CNCCCN2CCOCC2)c1	3	-7	6	-5	-1	2	6	-3	4	3
CCOC(=O)N1CCN(C(=O)c2ccc3c(c2)N(CC)CCS3)CC1	3	4	3	8	1	4	1	9	0	1
OC1(c2ccc(Br)cc2)CN(c2ccccc2)C2=[N+]1CCS2 (stereo unspecified)	-1	-11	3	-12	6	-12	2	2	-1	3
CC(C)(C)Sc1ccc(/C=N/O)cc1[N+](=O)[O-]	-5	-7	-6	-5	3	-17	3	-3	-13	-2
CNC(=O)c1ccsc1NC(=O)CCS(=O)(=O)c1ccc(F)cc1	1	-10	4	5	-1	-4	9	-1	1	1
COc1ccc(Oc2ccc(C(F)(F)F)cc2NC(=O)c2ccc(OC)cc2)cc1	-4	-14	-2	-13	-4	-26	-3	4	-11	4
COc1ccc2cc(C(=O)Nc3ccc(F)cc3)sc(=O)c2c1OC	4	-2	2	-8	1	2	-7	2	-4	3
O=C(/C=C/c1cccc(Cl)c1)c1nc2ccccc2[nH]1	-1	9	2	-9	-1	-46	5	3	-24	18
O=C1CNc2cc(Cl)ccc2N1	-8	8	-2	-2	3	5	0	-6	-1	2
The results go on.
SMILES	GC-B act	TDP2 absorb	MBD2 inh	SIAE inh	LEDGF integ inh	HTRA1 inhibitor	TCR CD3 inh	PRMT1 FP inh	mABHD4 FP	rCAG binder
Cc1ccc(C(=O)NNC(=O)COc2ccc(Cl)cc2C)o1	-4	-8	-2	0	1	2	4	-3	4	-2
COc1ccc(NC(=O)CSc2nn3c(=O)c(C)nnc3s2)cc1	1	13	4	0	-1	11	-4	0	6	-1
CCNS(=O)(=O)c1cc(OC)ccc1OC	-2	-3	3	5	-1	1	1	-2	-3	-2
O=C(Nc1ccc(N2CCCC2)cc1)C(c1ccccc1)c1ccccc1	4	0	1	0	-2	20	3	-2	13	11
CCOC(=O)c1c(NC(=O)CN2CCN(C)CC2)sc(C(=O)Nc2ccccc2)c1C	6	-1	-1	1	4	-49	-5	-4	3	-8
S=c1[nH]nc(-c2cccs2)n1/N=C/c1cn(-c2ccccc2)nc1-c1cccs1	-1	12	1	-34	-2	x	-2	1	3	1
CCOc1ccc(C(=O)NCC(=O)N2CCC3(CC2)NCCc2[nH]cnc23)cc1	1	19	-1	-1	6	-2	0	-1	2	-2
C=CCNCCCCOc1ccccc1-c1ccccc1	-4	-4	-1	1	-2	5	4	-3	8	3
CCN(CC)c1ccc(/C=N/NC(=O)c2cc(C)nc3ccccc23)cc1	-12	-14	-6	6	1	3	6	1	7	0
Cc1ccnc(NC(=O)c2ccc(NS(=O)(=O)/C=C/c3ccccc3)cc2)c1	-2	10	2	-9	4	-22	-5	-2	-10	26
CN(C)C(=O)c1ccc(NC(=O)c2cccc(S(=O)(=O)N3CCCCCC3)c2)cc1	6	1	0	-3	1	-6	-10	-2	0	-1
O=C(Nc1ccc2c(c1)OCCO2)C1CCCN1S(=O)(=O)c1cccc2cccnc12 (stereo unspecified)	4	-9	-3	3	-1	-9	8	-1	3	2
CCN(C(=S)Nc1ccccc1F)C1CCCCC1	-2	-6	-7	-1	1	-11	0	-2	-3	-1
Cn1c(=O)cc(N2CCCCC2)[nH]c1=O	8	-10	3	2	-1	2	4	3	6	0
Cc1ccc(C(=O)OCC(=O)NC2CCCCCC2)c(C)c1	-2	1	-3	122*	1	-8	5	-1	4	-11
CC(C)[C@H](NC(=O)c1ccc(C(C)(C)C)cc1)C(=O)N1CCN(Cc2ccc3c(c2)OCO3)CC1	-7	-1	-1	-5	-6	-3	2	-1	3	2
N#CC1=C(N)OC2=C(C(=O)CCC2)C1c1cc2c(cc1Br)OCO2 (stereo unspecified)	-2	3	2	3	0	3	2	0	0	-2
COc1c2ccc(C(=O)NCCCCc3ccccc3)cc2nn1C	7	-2	-3	1	-1	11	5	0	6	-3
Cc1nn(-c2nc3ccccc3n2Cc2ccccc2)c2c1C(=O)CC(C)(C)C2	-10	-8	-3	-3	0	-24	0	0	-6	-11
O=C(NCC1CCCO1)c1cc2ccccc2o1 (stereo unspecified)	1	6	3	9	2	3	3	1	3	1

Single records, from the list above. Screens in order: GC-B act	TDP2 absorb	MBD2 inh	SIAE inh	LEDGF integ inh	HTRA1 inhibitor	TCR CD3 inh	PRMT1 FP inh	mABHD4 FP	rCAG binder
O=C(NCC1CCCO1)c1cc2ccccc2o1 (stereo unspecified) in the list: 1	6	3	9	2	3	3	1	3	1
Cc1ccnc(NC(=O)c2ccc(NS(=O)(=O)/C=C/c3ccccc3)cc2)c1 in the list: -2	10	2	-9	4	-22	-5	-2	-10	26

Fetched by structure from the entries so far (two):
SMILES	GC-B act	TDP2 absorb	MBD2 inh	SIAE inh	LEDGF integ inh	HTRA1 inhibitor	TCR CD3 inh	PRMT1 FP inh	mABHD4 FP	rCAG binder
CCN(C(=S)Nc1ccccc1F)C1CCCCC1	-2	-6	-7	-1	1	-11	0	-2	-3	-1
O=C(Nc1ccc2c(c1)OCCO2)C1CCCN1S(=O)(=O)c1cccc2cccnc12 (stereo unspecified)	4	-9	-3	3	-1	-9	8	-1	3	2
